# PAFAH1B3 inh = PAFAH1B3 (human) inhibition; recombinant PAFAH1B3, FP-rhodamine probe, fluorescence polarization; inhibition, % at 3.39 µM; 340,000 compounds, 0.28% hits;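 active = inhibition above the screen-wide average of all tested compounds plus 3 SD, cut at about 25% in these data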;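 also: 0% = enzyme with DMSO only and 100% = wells lacking PAFAH1B3 protein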
# Target sequence (Q15102 whole entry, looked up): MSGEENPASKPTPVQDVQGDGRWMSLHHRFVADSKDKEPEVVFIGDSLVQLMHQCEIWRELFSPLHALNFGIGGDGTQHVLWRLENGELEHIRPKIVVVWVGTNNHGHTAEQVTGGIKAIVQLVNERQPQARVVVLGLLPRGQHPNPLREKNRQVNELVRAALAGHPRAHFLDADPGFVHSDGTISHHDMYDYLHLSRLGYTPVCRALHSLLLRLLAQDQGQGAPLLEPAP
# PAFAH2 FP inh = inhibitors of human PAFAH2 | inhibition, % at 3.39 µM | 340,000 compounds, 0.99% hits | Q99487 | recombinant PAFAH2, FP-rhodamine activity probe, fluorescence polarization | AID 492956;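 active = inhibition above the mean over all tested compounds plus 3 SD, cut at about 30% in these data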;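 also: inhibitors block probe labeling of enzyme so polarization drops; 0% = enzyme with DMSO and 100% = wells lacking PAFAH2 protein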
# PAFAH1B2 inh = inhibitors of human PAFAH1B2; AID 492953; P68402; 340,000 compounds, 1.2% hits; inhibition, % at 3.39 µM; recombinant PAFAH1B2, FP-rhodamine activity probe, fluorescence polarization;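 active = inhibition above the mean of all tested compounds plus 3 SD, cut at about 24% in these data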;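 also: 0% = enzyme with DMSO and 100% = wells lacking PAFAH1B2; many of its hits are not listed in these tables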
# Target sequence (P68402 whole entry, looked up): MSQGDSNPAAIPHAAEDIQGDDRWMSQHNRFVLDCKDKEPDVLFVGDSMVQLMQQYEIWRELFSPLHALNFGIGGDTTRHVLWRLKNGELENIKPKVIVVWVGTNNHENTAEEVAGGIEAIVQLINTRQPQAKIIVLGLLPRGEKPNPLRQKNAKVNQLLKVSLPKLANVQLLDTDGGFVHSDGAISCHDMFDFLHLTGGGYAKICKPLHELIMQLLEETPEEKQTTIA
# Numbers without * were called inactive. Not all compounds are listed; rates above refer to the full screens.
SMILES,PAFAH1B3 inh,PAFAH2 FP inh,PAFAH1B2 inh
O=C1C[C@@H]2c3c(cccc3CN1Cc1ccccc1F)C[C@@H](O)[C@H]2O,2,-1,7
Cc1csc(SCC(=O)N(c2ccccc2)C(C)C)n1,3,0,5
OCC(CO)c1cnnc2ccccc12,11,8,5
COc1ccc2nc(-c3ccccc3)cc(C(=O)OCC(=O)NC3CC3)c2c1,8,14,-4
Nc1ncnc2c1ncn2-c1ccccc1Cl,7,-8,5
COc1ccc(C(=O)COc2ccc(C(C)=O)cc2OC)cc1OC,1,6,0
CC(C)NC(=O)c1ccccc1NS(=O)(=O)c1ccc(Br)s1,6,8,4
CCn1cc(CCCC(=O)NCc2cccc(OC)c2)c2ccccc21,-5,2,6
COc1ccc(OCC(=O)Nc2ccc(S(=O)(=O)N(C)c3ccccc3)cc2)cc1,-3,-3,-1
S=C(Cc1ccccc1)Nc1ccccc1,7,-3,4
Cc1cc(Nc2ccc(Cl)cc2)nc(-c2ccccc2O)n1,2,-8,5
CCOc1ccc(/C(O)=C2/C(=O)C(=O)N(CCCN3CCOCC3)C2c2ccc(C)cc2)cc1C (stereo not drawn),7,-5,1
COc1ccc(NC(=O)CN(C)C(=O)C2CC(=O)N(CCc3ccc(OC)c(OC)c3)C2)cc1 (stereo not drawn),15,-9,2
COCCN(CC(=O)Nc1cccc(S(=O)(=O)N2CCCC2)c1)Cc1nc2ccccc2c(=O)[nH]1,-1,-6,-4
CC(C)C[C@@H](CN1CCCC1CN1C(=S)NC[C@@H]1Cc1ccc(O)cc1)N1C[C@H](Cc2ccc(O)cc2)N(CC2CCCCC2)C1=S (stereo partly drawn),-10,-14,-5
CC(C)NC(=O)c1ccc(N(Cc2ccccc2)S(C)(=O)=O)cc1,12,2,5
COc1cc(/C=C(\C#N)c2nc3ccc(C)cc3[nH]2)cc([N+](=O)[O-])c1O,21,38*,33*
O=C1CN(Cc2ccccc2)CC(=O)N1,5,8,2
O=[N+]([O-])c1ccc(CSCc2ccc([N+](=O)[O-])cc2)cc1,11,7,6
CCOC(=O)Nc1cc2c(cc1[N+](=O)[O-])-c1ccccc1C2=O,-2,-10,-6
COC(=O)C(C(=O)OC)C(CC(=O)c1ccc(Br)cc1)c1ccccc1 (stereo not drawn),4,3,2
CCOC(=O)N1CCN(CCC(=O)c2ccc(Br)cc2)CC1,15,1,18
COc1cc(C(C)=O)ccc1OC(=O)CN1C(=O)c2ccccc2C1=O,8,2,4
CCC(=O)NC(Cc1ccccc1)c1nc2ccccc2[nH]1 (stereo not drawn),10,-5,6
Cc1ccc2nc(NCCCN3CCOCC3)c(C=NCCCN3CCOCC3)c(=O)n2c1,-2,-7,-2
N#C/C(=C\c1ccc(C#N)cc1)C(=O)c1ccccc1,7,-8,6
Cc1cc(/N=C/C=C2/N(C)c3ccccc3C2(C)C)n(CCC#N)n1,9,1,5
CCC(CC)CN1CCC(CN2C(=S)NC[C@@H]2[C@@H](C)CC)CC1,6,3,-1
CCOc1ccc(NC(=O)CN(C)C(=O)c2ccc3c(c2)S(=O)(=O)N=C2CCCCCN23)cc1OCC,5,-4,6
Cc1cc(Cl)ccc1NC(=O)c1ccc2c(c1)CCN2S(C)(=O)=O,-7,1,5
C/C(=N/NC(=O)c1cc(O)c(O)c(O)c1)c1ccc([N+](=O)[O-])cc1,14,7,11
CCc1ccc(OCC(=O)NNC(=O)c2ccc(-n3cncn3)c([N+](=O)[O-])c2)cc1,9,9,10
Cn1c(C(=O)N[C@@H](Cc2ccccc2)C(=O)NCCC(=O)O)cc2cc(Cl)ccc21,8,-4,2
Cc1ccc(C)c(SCC(=O)NC2CCS(=O)(=O)C2)c1 (stereo not drawn),5,-3,1
O=C1Nc2ccccc2C1=Nc1ccc(Cl)cc1,10,-1,5
COc1cc(C(=O)Nc2cc(S(=O)(=O)N3CCOCC3)ccc2N2CCN(C)CC2)cc(OC)c1OC,1,-4,-3
O=C1NC(=O)C2(Br)Nc3ccc(Br)cc3C(=O)C2N1 (stereo not drawn),4,7,3
Cc1ccc(NC2CCCN(C(=O)c3cn4cccc(C)c4n3)C2)cc1C (stereo not drawn),0,6,6
Cc1ccc(S(=O)(=O)N2CCN(C(=O)COC(=O)CNC(=O)c3ccc(Cl)cc3Cl)CC2)c(C)c1,-1,6,3
O=C(CSc1ccc2nnc(-c3cccs3)n2n1)N1CCOCC1,6,4,7
Nc1ncc(S(=O)(=O)c2ccc([N+](=O)[O-])cc2)s1,2,4,14
CCCC(=O)N(Cc1cc(=O)[nH]c2ccccc12)c1ccc(C)cc1C,2,3,1
CCN(CC)c1ccc(S(=O)(=O)N2CCOCC2)cc1NC(=O)COC(=O)/C=C/c1ccco1,-3,55*,2
CCOc1ccc(C(C)NC(=O)C2CCN(S(=O)(=O)c3ccc(OC)cc3)CC2)cc1OCC (stereo not drawn),6,-4,5
O=C(Nc1ccccc1)Oc1cccc2cccnc12,3,1,3
Cn1c(N)c(C(=O)CSc2nn(-c3ccccc3)c(=S)s2)c(=O)n(C)c1=O,-1,1,5
N#Cc1ccc(C(=O)N2CCC3CC2c2cc(-c4ccccc4)ccc23)cc1 (stereo not drawn),3,0,1
COc1ccc(-n2ncc3c2CC(C)(C)CC3NC(=O)c2cn[nH]c2)cc1 (stereo not drawn),8,0,2
CC(C)(C)c1ccc(C(=O)C2CCCN(C(=O)c3ccccn3)C2)cc1 (stereo not drawn),2,-1,7
CCCOc1ccc(C(=O)C(CCC(CNCC)C(=O)c2ccc(OCCC)cc2)CNCC)cc1 (stereo not drawn),13,2,1
# Further compounds
SMILES,PAFAH1B3 inh,PAFAH2 FP inh,PAFAH1B2 inh
O=C(COC(=O)Cc1ccc(Cl)cc1)NCc1ccc2c(c1)OCO2,7,-4,7
c1c[nH]c(CN2CCN(Cc3ncc[nH]3)CC2)n1,3,-5,5
COc1ccc(CCNC(=O)c2cc(S(=O)(=O)N3CCCCCC3)ccc2OC)cc1OC,3,0,4
O=[N+]([O-])c1ccc(NN=CCCc2ccccc2)nc1,8,2,12
Cc1c(NC(=O)C(C)OC(=O)c2ccc([N+](=O)[O-])cc2Cl)c(=O)n(-c2ccccc2)n1C (stereo not drawn),4,3,4
O=C1C=CC(=O)N1c1ccc(Nc2ccccc2)cc1,-3,-1,5
Cc1ccnc2c1ccc1cccnc12,7,-7,3
CC(=O)Nc1cccc(NC(=O)CCNC(=O)c2ccccc2)c1,13,7,3
CC1(c2ccccc2)NC(=O)N(CC(=O)Nc2cc(C(F)(F)F)ccc2N2CCCCC2)C1=O (stereo not drawn),1,-2,5
O=C(O)c1ccccc1C=NN1CCCCCC1,12,-9,6

# 3 compounds from above with just PAFAH1B3 inh and PAFAH1B2 inh.
Molecule	PAFAH1B3 inh	PAFAH1B2 inh
S=C(Cc1ccccc1)Nc1ccccc1	7	4
Cc1cc(Nc2ccc(Cl)cc2)nc(-c2ccccc2O)n1	2	5
CCOc1ccc(/C(O)=C2/C(=O)C(=O)N(CCCN3CCOCC3)C2c2ccc(C)cc2)cc1C (stereo not drawn)	7	1

# Later entries
SMILES,PAFAH1B3 inh,PAFAH2 FP inh,PAFAH1B2 inh
COc1ccc(N2CCN(C(=O)COC(=O)[C@@H](NC(=O)OCc3ccccc3)C(C)C)CC2)cc1,3,-3,-5
CC(CC(=O)Nc1ccc(Cl)c(S(=O)(=O)N2CCOCC2)c1)c1ccccc1 (stereo not drawn),-7,7,4
CN(Cc1ccc(Cl)cc1)C(=O)c1ccccc1SCC(=O)N1CCCC1,2,1,3
CCN(CC)S(=O)(=O)c1cccc(C(=O)NC(C(=O)NNC(=O)c2ccccc2F)C(C)C)c1 (stereo not drawn),-1,-1,-4
COc1ccc2[nH]c3c(=O)n(N)c(=O)[nH]c3c2c1,-1,-5,6
CCCn1cnc2c(SCc3ccccc3F)nc(N)nc21,7,0,3
COc1ccc(N(CC(=O)NC2CC3CCC2C3)S(=O)(=O)c2ccccc2)cc1Cl (stereo not drawn),0,-10,3
CC(C)C[C@@H](CN1CCCC1CN1C(=S)NC[C@@H]1Cc1ccc(O)cc1)N1C[C@H](Cc2ccccc2)N(CC2CCCCCC2)C1=S (stereo partly drawn),7,-12,3
CC1(c2ccccc2)NC(=O)N(CC(=O)N2CCN(S(=O)(=O)c3cccc(C(F)(F)F)c3)CC2)C1=O (stereo not drawn),-5,4,6
CCN(C(=O)CSc1nnc(-c2cccc(F)c2)n1N)c1c(N)n(Cc2ccccc2)c(=O)[nH]c1=O,8,2,6
CC(=O)c1cccc(CN(C)CC2CCCN(CCc3ccccc3C)C2)c1 (stereo not drawn),1,7,0
CCc1cccc(NC(=O)C2CCCN2S(=O)(=O)c2ccccc2C(F)(F)F)c1 (stereo not drawn),11,5,5
CCCn1nc(C(=O)Nc2ccc(-n3cnnn3)cc2)c2ccccc2c1=O,-6,-1,5
COC(=O)c1cc(C)c(C)cc1NC1OC(CO)C(O)C1O (stereo not drawn),5,3,7
O=c1c([N+](=O)[O-])cn(Cc2ccccc2)c(=O)n1Cc1ccccc1,12,3,10
CCc1noc(C)c1C(=O)OCC(=O)NCCc1ccc(OC)cc1,7,4,6
O=C(Nc1ccc(C(=O)Nc2ccccc2Cl)cc1)c1cccnc1,3,-7,7
CCOC(=O)C1CCCN(C(=O)c2ccc3c(c2)OCCO3)C1 (stereo not drawn),-2,-2,2
COC(=O)Cc1c(C)c2ccc(O)c(CNCc3ccc(OC)c(OC)c3)c2oc1=O,7,2,1
Cc1nc(C(=O)NCCC(C)C)sc1C1(C)CC(c2cccc([N+](=O)[O-])c2)=NO1 (stereo not drawn),-3,-1,-5
CC(Oc1ccc(F)cc1)C(=O)Nc1cc(S(=O)(=O)N2CCCCC2)ccc1N1CCN(C)CC1 (stereo not drawn),-2,2,0
COc1ccc(C=O)c(OCc2cn(CC(=O)c3ccc(O)cc3)nn2)c1,2,6,3
CCOc1cc(S(=O)(=O)N(Cc2ccccc2)Cc2ccccc2)c(OCC)cc1-n1cnnn1,2,-5,3
O=C(C=Cc1ccccc1O)c1ccccc1O,-7,-3,8
C/C(=N\NC(=O)c1cc(C)nc2ccc(C)cc12)c1ccncc1,9,-5,0
O=[N+]([O-])c1ccc(NN=Cc2cccc3ccccc23)nc1,1,4,2
Cc1cccc(Nc2nc3c(c(=O)n(C)c(=O)n3C)n2Cc2ccccc2)c1,3,-2,-3
CCOC(=O)c1sc(NC(=O)CSc2nc(-c3ccco3)cc(C(F)(F)F)n2)c(C(=O)OCC)c1C,3,3,2
O=C(CN1C(=O)NC2(CCCC2)C1=O)OCC(=O)c1cccc(Cl)c1,8,3,-5
Cn1c(=O)c2[nH]c(C3CC4CCC3C4)nc2n(C)c1=O (stereo not drawn),3,-2,5
C(=Cc1cccnc1)c1ccncc1,8,5,3
COCC(C)n1c(SCC(=O)Nc2cc(C)on2)nc2ccccc2c1=O (stereo not drawn),3,-1,-3
C#Cc1cccc(N2C(=O)C3C4C=CC(C3C2=O)C2C(=O)N(c3cccc(C#C)c3)C(=O)C42)c1 (stereo not drawn),-8,-11,-3
COc1ccccc1C(C(C(=O)c1ccccc1)N1CCOCC1)N1CCOCC1 (stereo not drawn),7,3,6
O=C1c2ccccc2C(=O)N1C1(C(=O)NC2(C(=O)O)CCCC2)CCCC1,11,-6,2
CN(C)c1ccc(C=c2c3ccccc3n3c2cc(-c2ccc(Cl)cc2)[n+]3C)cc1,-4,26,-7
CN1C=C/C(=C\c2cc[n+](C)c3ccccc23)c2ccccc21,7,4,5
O=C(Nc1cccc(C(=O)N2CCOCC2)c1)C1CC1,6,0,3
CN(c1ccccc1)S(=O)(=O)c1ccc(NC(=O)CC(=O)c2ccccc2)cc1,-1,-22,-8
CCCS(=O)(=O)c1c(S(=O)(=O)CCC)c2ccc(C(N)=O)cn2c1C(=O)c1ccccc1,3,34*,-4

# By substructure, the entries above containing bromine.
SMILES,PAFAH1B3 inh,PAFAH2 FP inh,PAFAH1B2 inh
CC(C)NC(=O)c1ccccc1NS(=O)(=O)c1ccc(Br)s1,6,8,4
COC(=O)C(C(=O)OC)C(CC(=O)c1ccc(Br)cc1)c1ccccc1 (stereo not drawn),4,3,2
CCOC(=O)N1CCN(CCC(=O)c2ccc(Br)cc2)CC1,15,1,18
O=C1NC(=O)C2(Br)Nc3ccc(Br)cc3C(=O)C2N1 (stereo not drawn),4,7,3

# Following part:
SMILES,PAFAH1B3 inh,PAFAH2 FP inh,PAFAH1B2 inh
Oc1ccccc1C=NNc1nc2ccccc2s1,10,4,2
O=C(Cc1cccc(NC(=O)C2CCN(C(=O)CCc3ccccc3)CC2)c1)Nc1cccc(C(=O)N2CCOCC2)c1,4,-5,1
CCN(C(=O)CSc1n[nH]c(-c2cc(Cl)ccc2OC)n1)C1CCS(=O)(=O)C1 (stereo not drawn),10,3,3
O=C(NNC(=S)NC(=O)c1cccs1)c1ccc(O)cc1,1,4,9
